# Bioassay records (PubChem BioAssay)
# FN deposit inh: fibronectin deposition inhibition; 0.086% of 350,000 active; AID 743247; AH1F fibroblasts, Alexa488-fibronectin deposition fluorescence, overnight; inhibition, % at 12.6 µM;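 active = mean inhibition across replicates of 30% or more, regardless of how many single replicates reach that level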;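 note: positive control wells lacked labelled fibronectin entirely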
#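 Material: AH1F fibroblast monolayer depositing Alexa488-labelled fibronectin into matrix | Input: 10000 AH1F cells/well | Medium: DMEM plus 2% serum, read in PBS | Reagent: Alexa488-fibronectin, 24 nM final in well | Compound dosing: One dose per compound, pinned | Schedule: 1 h adhesion, overnight exposure | Measured by: Fluorescence at 485 nm excitation, 525 nm emission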
# Xi reactivation: reactivates the inactive X chromosome in mouse fibroblasts; activation, % at 7.58 µM; XiGFP mouse fibroblasts, % GFP-positive cells imaging, 3 d; cells co-treated with 5-aza-dC sensitizer; scaled so ellipticine positive control = 100%; AID 743238; 0.055% of 360,000 active;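 active = mean normalized replicate activation at least 10% and every replicate at or above 10%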;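 note: 0% = median of on-plate neutral control wells and 100% = ellipticine 6 µM median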
#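 Material: XiGFP fibroblasts, SV40-immortalized; Buffer or medium: DMEM containing 5-aza-dC; Compound dosing: single point; Times: 3 days compound exposure.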
# The depositor's hits bear a star.
[1] COc1ccc(/C=N/NC(=O)Nc2ccc3nsnc3c2)c(OC)c1
[2] COc1ccc(CCC(C)Nc2ccccc2F)cc1 (centres undefined)
[3] CS(=O)(=O)C1=NSC2=NC(=O)/C(=C\c3cccn3-c3ccc(Cl)cc3)C(=N)N21
[4] CCOC(=O)c1c(NC(=O)C2C3C=CC(C3)C2(C)C(=O)O)sc2c1CCCC2 (centres undefined)
[5] COc1ccc(/C=C/C(=O)c2ccc3c4c(cccc24)CC3)cc1OC
[6] O=C1c2ccccc2C(=O)N1c1cccc2cccnc12
[7] CN(C)c1ccc(N=Nc2ccccc2C(=O)OCC(=O)N2CCCC2)cc1
[8] CC(=O)Nc1ccc(C(=O)Nc2cc(C(F)(F)F)ccc2-n2cnc3ccccc32)cc1
Compound,1,2,3,4,5,6,7,8
FN deposit inh,4.3,-2.3,0.9,-2.3,3.7,-2.9,-5.0,-0.9
Xi reactivation,-0.1,0.1,0.0,-0.4,0.3,0.0,0.0,0.0

# Ordered by number of heavy atoms (rising): 5 of the compounds above.
[2] COc1ccc(CCC(C)Nc2ccccc2F)cc1 (centres undefined)
[6] O=C1c2ccccc2C(=O)N1c1cccc2cccnc12
[1] COc1ccc(/C=N/NC(=O)Nc2ccc3nsnc3c2)c(OC)c1
[3] CS(=O)(=O)C1=NSC2=NC(=O)/C(=C\c3cccn3-c3ccc(Cl)cc3)C(=N)N21
[8] CC(=O)Nc1ccc(C(=O)Nc2cc(C(F)(F)F)ccc2-n2cnc3ccccc32)cc1
Compound,2,6,1,3,8
FN deposit inh,-2.3,-2.9,4.3,0.9,-0.9
Xi reactivation,0.1,0.0,-0.1,0.0,0.0

# New compounds follow:
[9] COc1ccc(/C=N/NC(=O)CN(C2=NS(=O)(=O)c3ccccc32)c2ccccc2)cc1OC
[10] Cc1cc2nc(SCCOC(=O)Nc3cccc(Cl)c3)nc(C)c2cc1C
[11] CSc1ccc(/C=C/c2cc(=O)c3ccccc3[nH]2)cc1
[12] CCn1c(C)cs/c1=N\C(=S)Nc1ccccc1C
[13] Cc1cccc(Oc2nc(CN3CCOCC3)nc3sc4c(c23)CCCC4)c1
[14] OC[C@@H]1[C@@H](c2ccccc2)C2(CN(Cc3ccccn3)C2)N1CCC(F)(F)F
[15] CCN(CC)c1ccc(C=C(c2nnnn2-c2ccc(C)cc2)c2nnnn2-c2ccc(C)cc2)cc1
[16] CC(C)NC(=O)N(C)C[C@H]1Oc2ccc(N)cc2C(=O)N(C)C[C@@H]1C
Compound,9,10,11,12,13,14,15,16
FN deposit inh,-0.3,-11.1,6.5,9.1,-4.8,-4.0,-5.8,0.4
Xi reactivation,-0.2,0.0,0.1,-0.1,0.1,0.1,0.1,0.1

[17] Cc1noc(C)c1NC(=O)N1C[C@H](O)COC[C@H]2O[C@@H](CC(=O)N[C@@H]3CCN(Cc4ccccc4)C3)CC[C@@H]21
[18] CCc1cccc(CC)c1NC(=O)COC(=O)c1ccc(F)c(S(=O)(=O)N(CC)CC)c1
[19] N#C/C(=C\c1cccc(OC(=O)c2cccs2)c1)C(N)=O
[20] CCOC(=O)c1c(C)nc(C)c(C(=O)OCC)c1-c1ccc(Br)cc1
[21] Cn1c(=O)n(C)c2cc(/C=N/NC(=S)NCc3ccccc3)ccc21
[22] O=C(NCc1ccc2c(c1)OCO2)c1ccc(CSCc2ccccc2Cl)o1
[23] O=C1C(=O)N(CNc2cccnc2)c2ccccc21
[24] CC(=O)N(C)C[C@@H]1Oc2ccc(NS(C)(=O)=O)cc2CC(=O)N(C)C[C@H]1C
Compound,17,18,19,20,21,22,23,24
FN deposit inh,-7.3,-8.3,4.9,3.0,-12.8,5.0,4.2,-12.3
Xi reactivation,0.5,0.2,0.0,-0.1,0.2,-0.1,-0.2,0.4

[25] CC1CCC(C(C)C)C(OC(=O)COC(=O)c2cc(O)ccc2N)C1 (centres undefined)
[26] O=C(NC(=S)Nc1ccccc1N1CCOCC1)c1ccco1
[27] O=C1NCCOCn2nncc2CC[C@@H]1Cc1ccccc1
[28] CCC(=O)Nc1ccc2c(c1)OC[C@@H](C)N(CC1CCCCC1)C[C@@H](C)[C@H](OC)CN(C)C2=O
[29] COc1ccc(C(C)(C)C)cc1NC(=O)CNc1cccc2ccccc12
[30] CCN(c1ccccc1)S(=O)(=O)c1ccc(Cl)c(NC(=O)COC(=O)c2ccc(O)cc2)c1
[31] Oc1c(C(Nc2cccc(C(F)(F)F)c2)c2cccnc2)ccc2cccnc12 (centres undefined)
[32] C[C@H](CO)N1C[C@H](C)[C@@H](CN(C)C(=O)C2CCCCC2)Oc2ncc(C#CC3CCCCC3)cc2C1=O
Compound,25,26,27,28,29,30,31,32
FN deposit inh,-1.4,-5.5,0.5,-6.0,-9.9,3.5,7.8,-6.2
Xi reactivation,0.2,0.5,0.2,-0.6,0.1,-0.2,0.1,-0.1

# Reprinted at random: 4 records from the list
[3] CS(=O)(=O)C1=NSC2=NC(=O)/C(=C\c3cccn3-c3ccc(Cl)cc3)C(=N)N21
[29] COc1ccc(C(C)(C)C)cc1NC(=O)CNc1cccc2ccccc12
[22] O=C(NCc1ccc2c(c1)OCO2)c1ccc(CSCc2ccccc2Cl)o1
[23] O=C1C(=O)N(CNc2cccnc2)c2ccccc21
Compound,3,29,22,23
FN deposit inh,0.9,-9.9,5.0,4.2
Xi reactivation,0.0,0.1,-0.1,-0.2

# Reformatted with each value named: entries from further up.
(27) O=C1NCCOCn2nncc2CC[C@@H]1Cc1ccccc1
  FN deposit inh: 0.5
  Xi reactivation: 0.2

(28) CCC(=O)Nc1ccc2c(c1)OC[C@@H](C)N(CC1CCCCC1)C[C@@H](C)[C@H](OC)CN(C)C2=O
  FN deposit inh: -6.0
  Xi reactivation: -0.6

(29) COc1ccc(C(C)(C)C)cc1NC(=O)CNc1cccc2ccccc12
  FN deposit inh: -9.9
  Xi reactivation: 0.1

(30) CCN(c1ccccc1)S(=O)(=O)c1ccc(Cl)c(NC(=O)COC(=O)c2ccc(O)cc2)c1
  FN deposit inh: 3.5
  Xi reactivation: -0.2

# The list continues:
[33] CC(C)Oc1cccc(C(=O)NC(=S)Nc2cccnc2)c1
[34] O=C1c2ccccc2C(=O)N1CCCON1C(=O)c2ccccc2C1=O
[35] CC1(C)CC(=O)c2cc(C(=O)NC3CCSC3=O)c(=O)n(-c3ccc(Cl)cc3)c2C1 (centres undefined)
[36] CCN(CC)c1ccc(/C=N/NC(=S)NCc2ccc(OC)cc2)cc1
[37] COc1ccc(C[C@@H]2CCn3cc(nn3)COC[C@H](c3ccccc3)NC2=O)cc1
[38] O=C(CSc1ccc(C(F)(F)F)cc1[N+](=O)[O-])NCCOc1ccccc1
[39] CCOc1cc(/C=N/NC(=O)CN2CCCCC2)ccc1OCc1ccc(Cl)cc1
[40] COCCN(C(=S)Nc1ccccc1OC)C1CCN(C(C)=O)CC1
Compound,33,34,35,36,37,38,39,40
FN deposit inh,-16.5,-5.8,-2.1,-9.1,-1.4,-2.7,6.4,-0.4
Xi reactivation,0.2,0.4,0.0,0.1,0.5,0.0,0.0,0.3

[41] O=C(c1ccccc1F)N1CCN(c2ccc([N+](=O)[O-])c3ncccc23)CC1
[42] CN(C)c1ccc(NC(=O)COC(=O)Cn2nnc3ccccc32)cc1
[43] COc1ccc(C(=O)Cn2ccsc2=NC(C)=O)cc1
[44] CNC[C@@H]1Oc2ccc(N(C)C)cc2CC(=O)N(C)C[C@H]1C
[45] CC(C)(C)[S@](=O)N1Cc2cc(C(=O)N[C@@H]3CCN(Cc4ccccc4)C3)nc(-c3cccc(-c4cncnc4)c3)c2[C@@H]1CCO
[46] C(=N\Nc1nc(N2CCCCCC2)nc(N2CCCCCC2)n1)/c1ccccc1
[47] CC(C)[C@H]1CCc2cnnn2COC[C@H](c2ccccc2)NC1=O
[48] CCOc1ccc(S(=O)(=O)N(C(=O)c2ccco2)c2cc3sc(=O)oc3c3ccccc23)cc1
Compound,41,42,43,44,45,46,47,48
FN deposit inh,2.6,-2.7,3.9,-2.3,5.5,-3.2,2.7,-10.4
Xi reactivation,0.1,0.0,0.1,0.1,0.1,0.0,0.0,0.2

[49] COc1ccc(NC(=O)CSc2nc3[nH]ncc3c(=O)n2-c2ccccc2C)cc1OC
[50] CC(CC(=O)N1CCN(c2ccccc2F)CC1)c1ccccc1 (centres undefined)
[51] Cc1ccc(NC(=S)Nc2ccc3cn[nH]c3c2)cc1C
[52] C[C@H]1CN(C)C(=O)c2cc(NS(C)(=O)=O)ccc2O[C@@H]1CN(C)S(C)(=O)=O
[53] CCOC(=O)c1sc(Nc2nc3ccc(OC)cc3s2)cc1C
[54] CCCC12CN3CCN(CC(C3)/C1=N\NC(=O)c1ccc(C(C)(C)C)cc1)C2
[55] COC(=O)C1=C(C)NC(c2c(O)ccc3ccccc23)C(C(=O)OC)=C1C (centres undefined)
[56] Cc1noc(C)c1NC(=O)N1C[C@H](O)COC[C@H]2O[C@@H](CC(=O)N[C@H]3CCN(Cc4ccccc4)C3)CC[C@@H]21
Compound,49,50,51,52,53,54,55,56
FN deposit inh,-5.2,-1.3,2.2,-6.5,-1.9,8.6,-2.6,-2.2
Xi reactivation,0.6,0.2,0.2,-0.1,-0.1,0.2,0.1,0.2

[57] Cc1ccc(C(=O)COC(=O)c2c(C)cc(=O)oc2C)cc1[N+](=O)[O-]
[58] Clc1ccc(OCCOCCN2CCc3ccccc3C2)c(Cl)c1
[59] COCCNC(=O)C[C@H]1C[C@H]2c3cc(NC(=O)C4CCOCC4)ccc3O[C@H]2[C@@H](CO)O1
[60] Cc1ccc(-c2nn(-c3ccccc3)cc2C(=O)Nc2ccc(C)c(S(=O)(=O)N3CCOCC3)c2)cc1
[61] CCN(C[C@H]1N[C@H](CO)[C@H]1c1ccc(-c2cccc(C#N)c2)cc1)C(C)=O
[62] O=C(Nc1c(C(=O)c2ccccc2)oc2ccccc12)c1cc(-c2ccccc2O)n[nH]1
[63] Cc1cc(C(=O)N/N=C/c2cccc([N+](=O)[O-])c2)c(C)n1-c1ccccc1
[64] O=C1c2cccc(OCC(=O)N3N=C(c4cccs4)CC3c3ccc(F)cc3)c2CCN1Cc1cccnc1 (centres undefined)
Compound,57,58,59,60,61,62,63,64
FN deposit inh,-2.2,-2.1,3.0,-6.0,18.9,8.2,3.6,1.5
Xi reactivation,0.6,0.6,0.4,0.5,0.0,0.6,0.0,0.3

[65] O=C(N/N=C/c1cccs1)c1n[nH]c2c1CCC2
[66] COc1ccc(C[C@@H]2CCn3nncc3COCCCNC2=O)cc1
[67] C[C@H]1COCc2cn(nn2)CC[C@H](Cc2ccccc2)C(=O)N1
[68] CC(C)[C@@H]1C/C=C\CCNC(=O)[C@@H](C)CC(=O)N1
[69] COc1cc(OC)cc(C(=O)N[C@H](C(=O)OCC(=O)NC(C)c2ccccc2)C(C)C)c1 (some centres undefined)
[70] COc1ccccc1Nc1ccc(Nc2ccccc2OC)nn1
[71] O=C(CCn1c2c(c3ccccc31)CCCC2)NNC(=O)c1ccccc1[N+](=O)[O-]
[72] C[C@@H]1CN(C)C(=O)Cc2cc(N)ccc2O[C@@H]1CN(C)S(C)(=O)=O
[73] C/C=C/c1ccc(OCCCCOc2ccccc2F)c(OC)c1
[74] CCn1cc(/C=C/C(=O)Nc2ccc(C)cc2Br)cn1
Compound,65,66,67,68,69,70,71,72,73,74
FN deposit inh,8.4,-4.7,6.7,-8.9,-4.9,-5.7,7.9,-1.0,-2.4,-1.6
Xi reactivation,0.4,0.2,0.0,0.1,0.2,0.0,0.0,0.4,0.3,0.0

# Only part of the results is shown; rates above refer to the full screens.
